Assay outcomes deposited in PubChem by National Center for Advancing Translational Sciences (NCATS).
D1 antagonist – Antagonist of Human D 1 Dopamine Receptor: qHTS; HEK293 TREx D1 cells, calcium flux, dopamine EC80; hits give low values; D(1A) dopamine receptor (Homo sapiens), P21728; AID 504652, 2011; hit rate 3.2% among 360,000; activity change, negative = inhibition, % at 10 µM; in the data active means activity change below about -30%; further: on the % scale 0 is the no-effect control and ±100 the full control effect
Target sequence (P21728 whole entry, looked up): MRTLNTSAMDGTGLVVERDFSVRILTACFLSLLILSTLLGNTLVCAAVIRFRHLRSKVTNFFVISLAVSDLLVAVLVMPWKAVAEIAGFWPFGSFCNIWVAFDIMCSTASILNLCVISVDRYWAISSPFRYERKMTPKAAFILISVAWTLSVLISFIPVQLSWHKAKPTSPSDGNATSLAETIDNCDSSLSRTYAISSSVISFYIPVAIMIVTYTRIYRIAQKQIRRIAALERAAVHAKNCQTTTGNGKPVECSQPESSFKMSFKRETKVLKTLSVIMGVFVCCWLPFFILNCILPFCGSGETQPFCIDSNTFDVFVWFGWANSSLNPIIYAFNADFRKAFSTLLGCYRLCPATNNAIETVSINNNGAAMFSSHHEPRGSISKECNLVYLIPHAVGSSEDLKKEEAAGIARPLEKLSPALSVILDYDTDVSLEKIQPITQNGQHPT
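Using tetracycline-induced force-coupled D1 Hek293 cells and a calcium dye, signals were followed for 180 s after compound, then for 180 s after EC80 dopamine, to detect inhibitors.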
Vif-APOBEC3F blk – qHTS for Inhibitors of Vif-A3F Interactions: qHTS; HeLa A3F-eYFP + Vif (tagged APOBEC3F with the HIV-1 protein that degrades it), YFP fluorescence increase; Potency, µM (titrated, usually from 46.1 µM), for the others: at the highest dose activity, negative = active; hit rate 0.2% among 390,000; AID 602313, 2012; further: potency means the concentration at half of the fitted maximal effect; % of control where 0% means no effect; nearly all actives have a fitted effect of over 65% in size
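HeLa cells stably expressing Vif plus C-terminally eYFP-tagged A3F were seeded, incubated overnight at 37 deg C, dosed with compound, incubated overnight again at 37 deg C. Yellow fluorescence (Ex 488/Em 500-530) reported blocked Vif-mediated A3F-eYFP degradation.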
LDHA inh – qHTS assay for inhibitors of human lactate dehydrogenase; hit rate 0.15% among 480,000; AID 1347041, 2019; purified LDHA, NADH/diaphorase-resazurin fluorescence; hits give low values; activity change, % (values are at about 110 or 230 µM); L-lactate dehydrogenase A chain (Homo sapiens), P00338; in the data active means activity change below about -30%; inconclusive means mostly about -25% to -30%;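 further: plate controls were DMSO wells for no effect and wells without enzyme for full effect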
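Human LDH5 at 2 nM final in Tris HCl pH 7.4 with 0.06 mM NADH and 0.2 mM pyruvate, reacted 5 minutes at room temperature. Remaining NADH coupled via diaphorase/resazurin; resorufin fluorescence read at 0 and 20 minutes, normalized to enzyme-free and DMSO wells.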
D1 PAM – Potentiators of Human D1 Dopamine Receptor: qHTS; D(1A) dopamine receptor (Homo sapiens), P21728; HEK293 TREx D1 cells, calcium flux, dopamine EC20 potentiation; potentiation, % at 10 µM; hit rate 0.036% among 360,000; AID 504651, 2011; in the data active means potentiation above about 30%; further: 0% is about no effect
RXFP1 agonist – qHTS Assay for Agonists of the Relaxin Receptor RXFP1 | Relaxin receptor 1 (Homo sapiens), Q9HBX9 | HEK293T-RXFP1 cAMP TR-FRET, 30 min; response scale: percent of porcine relaxin response, buffer zero | Potency, µM (doses to about 57.5 µM), for the others: top-dose activation, usual class: activators | hit rate 0.3% among 370,000 | AID 2676, 2010; further: potency means the concentration at half of the fitted maximal effect; on the % scale 0 is the no-effect control and ±100 the full control effect; nearly all actives have a fitted effect of over 60% in size; many of its hits are not listed in these tables
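cAMP rise read by TR-FRET after 30 min, 37C compound exposure (up to 58 uM) in RXFP1-transfected HEK293 cells with Ro 20174 present. EC50 from Hill-equation fits, with 29 nM porcine relaxin as 100% and buffer as basal.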
Glioma ERSR ind – qHTS for Inducers of the Endoplasmic Reticulum Stress Response (ERSR) in Human Glioma: qHTS | U87-MG GRP78 promoter luciferase reporter, 16 h | Potency, µM, for the others: at the highest dose activation, usual class: activators | hit rate 0.02% among 420,000; further: potency means the concentration at half of the fitted maximal effect; series mostly up to about 76 µM; % of control where 0% means no effect; nearly all actives have a fitted effect of over 35% in size
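Stably transfected U87-MG human glioma cells carrying a GRP78-based luminescent sensor were seeded at 1000 cells/well, pin-dosed with compounds and incubated 16 h. Luciferase reagent was then added, and end-point luminescence was read after 10 min at room temperature.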
D1 agonist – Allosteric Agonists of the Human D1 Dopamine Receptor: qHTS; D(1A) dopamine receptor (Homo sapiens), P21728; HEK293 T-REx D1 cells, calcium flux, agonist mode; hit rate 1% among 360,000; activation, % at 2 µM; AID 504660, 2011; in the data active means activation above about 30%; further: 0% is about no effect
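Tetracycline-induced HEK293 TREx D1 cells, force-coupled to calcium signalling, were dye-loaded with a no-wash calcium kit. Compound was pin-added after a 10 s baseline. Fluorescence was read kinetically at 1 cycle/s for 180 s, with calcium rises flagged as agonism.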
D2 potentiator – HTS Assay for Positive Allosteric Modulators of the Human D2 Dopamine Receptor: Primary Screen for Potentiators. hit rate 0.34% among 340,000. potentiation, % at 10 µM. HEK293 T-REx D2, calcium flux, EC20 dopamine potentiation. AID 485347, 2010;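 active means potentiation over 3 SD above the plate norm, cut at about 30% in these data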; further: 0% is about no effect
Target sequence (P14416 whole entry, looked up): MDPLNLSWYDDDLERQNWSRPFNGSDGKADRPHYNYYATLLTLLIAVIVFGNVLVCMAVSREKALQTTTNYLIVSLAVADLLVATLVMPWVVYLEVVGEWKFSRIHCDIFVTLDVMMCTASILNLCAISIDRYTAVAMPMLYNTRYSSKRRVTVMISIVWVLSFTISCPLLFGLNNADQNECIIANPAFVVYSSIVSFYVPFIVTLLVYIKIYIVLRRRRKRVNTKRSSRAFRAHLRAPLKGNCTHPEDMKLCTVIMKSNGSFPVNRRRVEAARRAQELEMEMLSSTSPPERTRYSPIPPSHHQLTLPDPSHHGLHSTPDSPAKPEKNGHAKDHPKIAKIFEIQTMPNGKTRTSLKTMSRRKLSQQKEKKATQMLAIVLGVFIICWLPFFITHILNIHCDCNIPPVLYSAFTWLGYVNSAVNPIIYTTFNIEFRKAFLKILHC
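Primary screen. Calcium kinetics in induced HEK293 T-REx D2 cells: compound pre-addition 180 s, EC20 dopamine, 180 s more.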
Vif-A3G inh – qHTS for Inhibitors of Vif-A3G Interactions: qHTS. HeLa A3G-eYFP + Vif (tagged APOBEC3G with the HIV-1 protein that degrades it), YFP fluorescence, overnight. Potency, µM (highest dose often 46.1 µM), for inactives: at the top dose activity, negative = active, actives largely listed as inhibitors. DNA dC->dU-editing enzyme APOBEC-3G (Homo sapiens), Q9HC16. hit rate 0.076% among 410,000;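 further: potency means the concentration at half of the fitted maximal effect; on the % scale 0 is the no-effect control and ±100 the full control effect; nearly all actives have a fitted effect of over 60% in size; hits raise eYFP signal because A3G escapes Vif-driven loss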
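HeLa cells stably expressing Vif and C-terminally eYFP-tagged A3G, seeded overnight at 37 deg C, then exposed to compound by pintool overnight at 37 deg C. Rise in yellow fluorescence (Ex 488/Em 500-530, Acumen) marks blocked Vif-driven A3G degradation.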
* hit, by the source's call; ? = inconclusive; . = no result given; & = joins results of further samples. Unless noted, the call rests on the fitted dose curve; in most records, active means well fitted curve in the direction sought with a large enough effect; inconclusive means small, poorly fitted or top-dose-only effect, or another doubt; inactive means no such curve, though single readings can be large; an effect the other way counts as inactive or inconclusive. Not all compounds are listed; the hit share may differ from the screen's.

1. O=C(N/C=N/O)C(c1ccccc1)c1ncc(C(F)(F)F)cc1Cl (centres undefined)
2. O=C(C(c1ccccc1)c1ccccc1)N1CCC(c2nc(-c3ccccc3Cl)no2)CC1
3. Cc1ccc(OCC(O)CN2CCN(c3ccccn3)CC2)c(C)c1 (centres undefined)
4. N#Cc1ccccc1Cn1c(=O)n(Cc2ccc(C(=O)NC3CCN(Cc4ccccc4)CC3)cc2)c(=O)c2ccccc21
5. Cc1cc(NC(=O)COC(=O)c2ccc(NS(=O)(=O)c3ccc(C)c(C)c3)cc2)no1
6. CN=C1SC(CC(=O)Nc2ccc(N3CCOCC3)cc2)C(=O)N1C (centres undefined)
7. O=C(NCC(c1cccs1)N1CCOCC1)c1ccccc1NS(=O)(=O)c1ccc(Br)cc1 (centres undefined)
8. CC(C)(C)c1cc(=O)n2c(nc3ccccc32)[nH]1
screen / no.,1,2,3,4,5,6,7,8
D1 antagonist,-18,.,0,-2,4,7,3,-8
Vif-APOBEC3F blk,-5%,-4%,13%,2%,-1%,1%,4%,-10%
LDHA inh,-7,2,-2,-7,-5,-1,-2,-1
D1 PAM,-6,.,-5,0,-4,1,-3,1
RXFP1 agonist,1.6%,.,-0.5%,3.9%,0.8%,-0.4%,3.2%,10%
Glioma ERSR ind,-5%,3%,0%,0%,-6%,-4%,-4%,8%
D1 agonist,7,.,6,-1,11,-1,1,0
D2 potentiator,-3,.,-27,0,11,4,-6,8
Vif-A3G inh,0%,-6%,-2%,0%,1%,0%,-8%,-7%

Results in Vif-A3G inh and D1 PAM (2 entries from above):
cpd | smiles | Vif-A3G inh | D1 PAM
5 | Cc1cc(NC(=O)COC(=O)c2ccc(NS(=O)(=O)c3ccc(C)c(C)c3)cc2)no1 | 1% | -4
1 | O=C(N/C=N/O)C(c1ccccc1)c1ncc(C(F)(F)F)cc1Cl (centres undefined) | 0% | -6

As entered above.
#2 @ Vif-A3G inh = -6%
#4 @ D1 antagonist = -2

New compounds follow:
9. O=C(NCC1CCCO1)C1CCN(c2ccc(S(=O)(=O)N3CCCC3)cc2)CC1 (centres undefined)
10. Cc1onc(-c2c(F)cccc2Cl)c1C(=O)OCC(=O)N1C(C)CCCC1C (centres undefined)
11. COc1ccc(C(=O)Nc2ccc(NC(C)=O)cc2)cc1S(=O)(=O)N1CCCC1
12. COc1ccc2c(C)c(CC(=O)N3CCN(C(=O)C4COc5ccccc5O4)CC3)c(=O)oc2c1C (centres undefined)
13. COC(=O)C1=C(C)OC(N)=C(C#N)C1c1cc2cccc(C)c2nc1Cl (centres undefined)
14. Cc1cc(C(=O)N/N=C\c2ccc(COc3ccc([N+](=O)[O-])cc3)o2)ccc1[N+](=O)[O-]
15. COc1ccc(CN(C)C(=O)CNC(=O)CNC(=O)c2ccc(Cl)cc2Cl)cc1F
16. COC(=O)Cc1ccc(NC(=S)NCCSc2ccc(C)cc2)cc1
screen / no.,9,10,11,12,13,14,15,16
D1 antagonist,-14,.,-12,-12,-6,-5,-1,-5
Vif-APOBEC3F blk,1%,1%,4%,7%,.,-8%,6%,?
LDHA inh,3,-2,-15,-1&-2,.,-1,-2,0
D1 PAM,-5,.,-6,-4,2,-4,-15,-8
RXFP1 agonist,0.1%,.,0.8%,5.9%,3.2%,0.6%,0.3%,3.7%
Glioma ERSR ind,-4%,-3%,2%,-5%,.,-6%,-2%,-1%
D1 agonist,-2,.,0,0,2,3,1,4
D2 potentiator,-8,.,4,-7,.,8,-3,6
Vif-A3G inh,2%,-1%,1%,-10%,.,3%,5%,1%

17. O=C(NNC(=O)c1cc2cc(Br)ccc2oc1=O)c1ccc(O)cc1
18. FC(F)(F)c1ccc(N2CCN(c3ncnc4c3nnn4Cc3ccccc3Cl)CC2)cc1
19. Cc1cccc(CCNC(=O)CCS(=O)(=O)c2ccc(Br)cc2)c1
20. COc1ccccc1C(=O)Nc1nc2n(n1)C(c1ccc(F)cc1)C=C(c1ccc(Cl)cc1)N2 (centres undefined)
21. COc1ccc(NCC(=O)n2c(C)c(C)c3ccccc32)cc1
22. COc1ccc(C2/C(=C(/O)c3ccccc3)C(=O)C(=O)N2CCO)cc1 (centres undefined)
23. COc1ccc(C)cc1N(C)C(=O)CCc1nc(-c2ccccc2F)no1
24. O=C(c1cc(-c2cccc(Cl)c2)nc2ccccc12)N1CCCC1
screen / no.,17,18,19,20,21,22,23,24
D1 antagonist,-19,14,4,8,5,5,-18,-5
Vif-APOBEC3F blk,2%,-14%,0%,-29%,5%,1%,-8%,-17%
LDHA inh,-3,-9,-9,-9,-2,0,-2,-6
D1 PAM,4,-1,-8,-1,-4,-4,0,0
RXFP1 agonist,0.9%,1.6%,0.2%,1.1%,1.7%,0.9%,-1.5%,1.1%
Glioma ERSR ind,-6%,-2%,-3%,-3%,-4%,-2%,0%,-2%
D1 agonist,-1,0,10,-2,0,2,9,4
D2 potentiator,0,.,7,6,11,6,13,1
Vif-A3G inh,1%,0%,1%,-17%,?,1%,-1%,-4%

Reprinted from the part before: 4 entries; new compounds follow.
21. COc1ccc(NCC(=O)n2c(C)c(C)c3ccccc32)cc1
22. COc1ccc(C2/C(=C(/O)c3ccccc3)C(=O)C(=O)N2CCO)cc1 (centres undefined)
23. COc1ccc(C)cc1N(C)C(=O)CCc1nc(-c2ccccc2F)no1
24. O=C(c1cc(-c2cccc(Cl)c2)nc2ccccc12)N1CCCC1
25. Cc1cc2nc(-c3ccc(Br)cc3)cc(C(F)(F)F)n2n1
26. COc1ccc(-n2ncc3c(NCc4ccco4)ncnc32)cc1
27. CCOC(=O)COc1ccc(S(=O)(=O)NCc2ccncc2)cc1
28. COc1ccccc1CNC(=O)CCCC(=O)n1nc(C)c2ccccc21
29. CC1CCCN(CC(O)COC(c2ccccc2)c2ccccc2)C1 (centres undefined)
30. CCCNC(=O)Nc1cccc(C(=O)OC)c1
31. COC(=O)[C@@]12CCCN1[C@H](c1ccc(-c3ccc(Cl)c(Cl)c3)c(OC)c1)[C@H]1C(=O)N(C)C(=O)[C@H]12
32. COC(=O)c1c(N)c(C#N)c(C)n1-c1ccccc1
screen / no.,21,22,23,24,25,26,27,28,29,30,31,32
D1 antagonist,5,5,-18,-5,-2,14,-24,9,2,-4,.,16
Vif-APOBEC3F blk,5%,1%,-8%,-17%,-9%,0%,1%,4%,-12%,-1%,-29%,3%
LDHA inh,-2,0,-2,-6,-2,-3,-5,-2,-3,-6,2,0
D1 PAM,-4,-4,0,0,-1,-7,-7,-4,-6,4,.,-1
RXFP1 agonist,1.7%,0.9%,-1.5%,1.1%,6.9%,2.1%,-1.6%,3.3%,1.2%,0.6%,.,1.3%
Glioma ERSR ind,-4%,-2%,0%,-2%,-4%,5%,-3%,-2%,-3%,-2%,-4%,-7%
D1 agonist,0,2,9,4,0,0,10,0,4,1,.,3
D2 potentiator,11,6,13,1,-2,18,9,5,-10,-3,.,2
Vif-A3G inh,?,1%,-1%,-4%,5%,1%,0%,-1%,1%,0%,-11%,-10%

33. O=C(c1ccc(Cl)cc1)C1CCCN(C(=O)/C=C/c2ccccn2)C1 (centres undefined)
34. COc1ccc(O)c(C(=O)c2cnc3c(c2)c(C)nn3CCO)c1
35. Cc1cc(=O)nc2c3ccccc3n(CC(=O)NC(C)c3ccc4c(c3)OCCO4)n12 (centres undefined)
36. CCOc1ccccc1OCCCC(=O)NC1=NCCS1
37. CCC(=O)c1ccc(OCC(=O)c2ccc3c(c2)NC(=O)CO3)cc1
38. CCc1nn2c(=O)cc(COC(=O)c3cccc(NC(=O)COc4ccccc4)c3)nc2s1
39. COCc1cc(S(=O)c2ccc(Cl)cc2)nc(C)n1 (centres undefined)
40. CC1=C(C(N)=O)C(c2ccccc2[N+](=O)[O-])n2ncnc2N1 (centres undefined)
41. N#Cc1ccsc1NC(=O)CCc1ccccc1
42. CCOc1ccc(NC(C)C(=O)N/N=C/c2cccs2)cc1 (centres undefined)
screen / no.,33,34,35,36,37,38,39,40,41,42
D1 antagonist,-9,8,-2,19,-1,-8,1,3,-4,-11
Vif-APOBEC3F blk,5%,-1%,2%,-4%,-6%,-2%,2%,-1%,0%,6%
LDHA inh,-3,-1,-1,-5,-1,6,-4,16,-12,-2
D1 PAM,-8,-4,-4,-5,-7,0,-4,0,-6,-3
RXFP1 agonist,-1.8%,4.0%,1.7%,0.9%,?,7.7%,-3.3%,-0.3%,2.2%,-1.3%
Glioma ERSR ind,2%,2%,6%,4%,-2%,0%,-15%,-1%,2%,-1%
D1 agonist,3,0,2,1,4,-1,2,1,0,2
D2 potentiator,24,-5,-15,-13,-1,-5,-13,-3,11,-3
Vif-A3G inh,-3%,-2%,-1%,-1%,1%,0%,?,1%,?,0%
